# ST2 inh: inhibitors of human ST2 (IL1RL1) binding to IL-33; Q01638; AlphaLISA ST2-Fc/biotin-IL-33 interaction, 1 h; inhibition, % for hits at 17 µM; hit rate 2.3% among 78,000; AID 1259354; in the data active means inhibition above about 30%; inconclusive means mostly about 10% to 28%
# Target sequence (Q01638 whole entry, looked up): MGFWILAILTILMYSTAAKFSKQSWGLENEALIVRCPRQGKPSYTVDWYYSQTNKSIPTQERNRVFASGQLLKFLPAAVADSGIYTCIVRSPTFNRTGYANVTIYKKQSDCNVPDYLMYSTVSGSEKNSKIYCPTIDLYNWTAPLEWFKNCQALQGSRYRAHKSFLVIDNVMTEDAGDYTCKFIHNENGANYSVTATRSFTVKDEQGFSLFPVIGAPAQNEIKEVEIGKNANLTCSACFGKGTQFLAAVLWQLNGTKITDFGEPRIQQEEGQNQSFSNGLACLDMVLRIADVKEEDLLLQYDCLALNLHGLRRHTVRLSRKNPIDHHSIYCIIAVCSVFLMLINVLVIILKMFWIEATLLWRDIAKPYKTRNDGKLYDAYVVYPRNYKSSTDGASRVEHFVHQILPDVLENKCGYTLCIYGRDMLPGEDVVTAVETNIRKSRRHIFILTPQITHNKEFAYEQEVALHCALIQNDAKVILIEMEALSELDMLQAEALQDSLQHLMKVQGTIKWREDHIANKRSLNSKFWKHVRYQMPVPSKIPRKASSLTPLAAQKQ
# Numbers without * were called inactive; i = inactive; ? = inconclusive. A portion of the library; the hit share may differ from the screen's.
SMILES,ST2 inh
O=C(c1ccc(N2CCC(NCc3cccc(Cl)c3)CC2)cc1)N1CCCC(CO)C1 (centres undefined),?
CCCOc1ccc(C(=O)Nc2ccc(F)cc2F)cc1,?
CCOC(=O)C1=C(C)N=C2SCCC(=O)N2C1c1ccc(OCCC(C)C)c(OC)c1 (centres undefined),i
COc1cc(NC(=O)Nc2cccc(Cl)c2)c(OC)cc1Cl,i
Cc1cc(F)c(F)c(C(=O)n2cncn2)c1F,i
CC(NC(=O)c1ccc(-n2cnnc2)cc1)c1ccccc1-n1cccn1 (centres undefined),i
O=C1NCC(=O)N2CCN(C(=O)CCc3c[nH]c4ccccc34)CC12 (centres undefined),i
CNCC(=O)N1CCCCC1c1ccc(CN(C)C)cc1 (centres undefined),?
Cc1ccc(OCc2nnc(SCC(=O)Nc3nccs3)n2Cc2ccccc2)cc1C,i
CN1c2ccccc2N(C)C1c1ccc(F)cc1,i
CCOc1ccc(C2C(C(=O)OC)=C(N)OC3=C2C(=O)CC(c2ccccc2)C3)cc1 (centres undefined),i
O=C(CSc1nc2ccccc2c(=O)[nH]1)NCc1ccco1,?
Cc1ccc(C(=O)Nc2ccccc2C(=O)O)cc1,i
Nc1ccc(-c2nc3ccc(-c4ccc5nc(-c6ccc(N)cc6)[nH]c5c4)cc3[nH]2)cc1,?
CC1CCN(c2nc(-c3cccs3)cc(C(F)(F)F)n2)CC1,i
CCOc1ccc(-c2nc3s/c(=C\c4ccc(C)o4)c(=O)n3n2)cc1,i
Cc1ccc(Cl)cc1NC(=O)CSc1ncnc2nc(N(C)C)sc12,i
COC(=O)C1=C(NC(=O)c2ccc(OC)cc2OC)CCS1,32.0%*
COc1ccc(Cl)cc1NS(=O)(=O)c1cc(Br)cc2c1N(C(C)=O)C(C)C2 (centres undefined),i
O=C(O)c1cccc(NC(=O)c2cc3ccccc3o2)c1,i
Cc1nccn1-c1ccc(NC(=O)C2CCCN2C(=O)C2CCCCC2)cc1 (centres undefined),i
CCCNC(=O)C1CCC(Cn2c(=O)c3sccc3n(CC(=O)N3CCCCC3C)c2=O)CC1 (centres undefined),i
c1ccc2c(c1)nnn2CCSCCn1nnc2ccccc21,i
C#Cc1ccc2c(c1)C(=O)N(C)Cc1c(C(=O)OCCCOC(=O)c3ncn4c3CN(C)C(=O)c3cc(C#C)ccc3-4)ncn1-2,?
c1cc(-c2cscn2)cc(-n2ccnc2C2CC2)c1,?
O=C(Nc1cccc(Cl)c1)N1CCN(Cc2ccccc2)CC1,i
c1cncc(-c2nc3cc(Cc4ccc5oc(-c6cccnc6)nc5c4)ccc3o2)c1,?
COCCc1nc2ccc(C(=O)N3CCCC(C(=O)c4cccnc4)C3)cc2o1 (centres undefined),i
CCn1cc(Cn2ccnc2C(C)Cc2ccc3c(c2)OCO3)cn1 (centres undefined),?
CC1Cc2c([nH]c3ccccc23)C(=O)N1 (centres undefined),i
O=C(Nc1ccccc1F)c1ccc(Cl)cc1,i
COc1cccc(-n2c(SCC(=O)Nc3nccs3)nc3c([nH]c4ccccc43)c2=O)c1,i
O=C(CCC(=O)NC1CCCCCC1)NC1CCCCCC1,i
Cc1nc(SCC(=O)Nc2ccccc2)c2c(=O)n(C)c(=O)n(C)c2n1,i
O=C(CC[C@@H]1CNC(=O)[C@@H]2C[C@H](NC(=O)Nc3ccc(F)cc3F)CN12)NCc1ccc(F)cc1,71.0%*
O=C(c1coc(=O)c2ccccc12)N1CCN(Cc2ccccc2)CC1,i
Cc1nn(-c2ccccc2)c(Cl)c1CN1CC[C@H](CO)[C@H](O)C1,?
COC(=O)c1ccc(NC2OC(=O)c3c2ccc(OC)c3OC)cc1 (centres undefined),i
CCc1ccc(S(=O)(=O)NCc2nc3cccnc3n2Cc2ccccc2Cl)cc1,i
COc1ccc(Oc2nc3c(c(=O)n(Cc4ccccc4)c(=O)n3C)n2C)cc1,35.0%*
CSCCC(=O)N(Cc1ccc(F)cc1)CC1CCCO1 (centres undefined),i
O=C(N[C@H]1CCN2C(=O)N(c3ccc(OC(F)(F)F)cc3)C(=O)[C@@H]2C1)c1ccncc1,i
O=[N+]([O-])c1ccc(N=Cc2[nH]c3ccc(Br)c(Cl)c3c2O)cc1,?
O=C(NCCCn1ccnc1)c1cc(-c2ccc(Br)cc2)on1,i
N#CC1C(=O)NC(=O)C([n+]2ccccc2)C1c1ccc(Br)cc1 (centres undefined),?
COc1ccc(NC(=O)C2C3CCCCC32)cc1 (centres undefined),?
CCCn1c(CCCNC(=O)c2cccs2)nc2ccccc21,i
C=CCOC(=O)C1=C(C)N=C2SCCC(=O)N2C1c1ccccc1Cl (centres undefined),?
COCCNc1nc2c(c(=O)n(C)c(=O)n2C)n1Cc1cccc(F)c1,i
CCCCc1nc2cc(C(=O)NCc3ncc(C)[nH]3)ccc2o1,i

# Other entries.
SMILES,ST2 inh
C(=C\c1cnc2n[nH]nc2c1)/c1ccccc1,i
COc1ccc(CNC(=O)CN(C)S(=O)(=O)c2ccc(Br)cc2)cc1,i
Cc1nnc(SCCCNC(=O)C2=CC(=O)CC(C)(C)O2)s1,i
COc1ccc2c(=O)c(-c3ccc(Br)cc3)coc2c1,i
CCc1c(C)sc(NC(=O)c2cc(-c3ccc(Cl)cc3)on2)c1C#N,i
CC(=O)Nc1ccc(CN(C)CC2(CO)CCOCC2)cc1,i
CC(=O)c1ccc(OC(=O)N2CCCCC2)cc1,i
COc1ccc(CN[C@H]2C[C@H]3C(=O)NC[C@@H](CCC(=O)N4CCN(c5ccccc5)CC4)N3C2)cc1,57.0%*
CC(C)N(C(=O)c1ccccc1F)C(C)C,?
CCOc1ccc(CNC(=O)CN2C(=O)C(CC)=C(c3ccc(OC)cc3)S2(=O)=O)cc1,i
COc1ccc(CC(=O)Nc2ccccc2Br)cc1,i
Cc1nc(C(C)C)sc1C(=O)N1CCCC2(C1)C(=O)N(C)c1ccccc12 (centres undefined),?
Cc1ccc2c(S(=O)(=O)O)ccc(O)c2n1,i
COCCNC(=O)[C@@H](C)[C@@H]1CC[C@@]2(C)CC[C@H](NC(=O)C3CCCCC3)[C@@H](C)[C@@H]2[C@H]1O,i
O=[N+]([O-])c1cccc(C=Nc2ccc3nc(-c4cccc(F)c4)oc3c2)c1O,?
CCS[C@H]1CCN2C(=O)c3cc(-c4cc(Cl)ccc4OC)ccc3NC(=O)[C@H]12,i
CCOC(=O)c1sc2nc(C)nc(Nc3ccc(Cl)cc3)c2c1C,i
CN(C)c1nc(-c2cccnc2)nc2c1CCN(C(=O)[C@@H](N)c1ccccc1)C2,?
Cc1cc(C)cc(CSCC(=O)N2CCC(C(N)=O)CC2)c1,?
COc1ccc(C(=O)N2CCC(C(=O)Nc3ccc(F)c(Cl)c3)CC2)cc1,i
O=C(/C=C/c1nc2ccccc2[nH]1)NC(=O)c1ccccc1O,?
CCOc1ccc(NC(=O)Cc2ccc(F)cc2)cc1,i
COC(=O)[C@@H]1C[C@@H](O)CN1Cc1cc(=O)oc2cc(C)c(C)cc12,i
O=c1[nH]c2ccc(Br)cc2c(-c2ccccc2)c1C1=NOC(c2ccccc2)C1 (centres undefined),i
C=C(C)COc1ccccc1C(=O)N1CCc2[nH]cnc2C1c1ccccn1 (centres undefined),i
Oc1ccc(C2CC(c3ccccc3O)=NN2)cc1 (centres undefined),?
O=C1N=C2C=CC=CN2C(=O)C1Cc1ccccc1 (centres undefined),?
Nc1ccc2nc(/C=C/c3ccc(Cl)cc3)[nH]c2c1,?
CC(=O)c1cccc(NC(=O)c2ccc(C)o2)c1,i
COc1cc2c(cc1OC)C(C(=O)Nc1ccccn1)C(c1cccs1)N(C)C2=O (centres undefined),i
Cc1cc2ccccc2n1CCNS(=O)(=O)c1ccc(F)cc1,?
CCCc1noc(CN(C)CCCN2CCOCC2)n1,i
O=S(=O)(NCc1ccccc1)Nc1ccc2cn[nH]c2c1,?
CCCOc1ccc2oc(=O)c3c(c2c1)CCCN3C(=O)CN1CCCCC1CC (centres undefined),i
O=C(NCc1ccc2c(c1)OCO2)c1cc(=O)[nH]c2ccc(S(=O)(=O)N3CCCCC3)cc12,i
Cc1occc1C(=O)N1CCC(C2CCN(c3ncccn3)CC2)C1 (centres undefined),?
Cn1c(=O)n(C)c(=O)n(CC(=O)N2CCCCC2)c1=O,i
Cc1cccc(C(=O)Nc2c(-c3cccs3)nc3ccccn23)c1,i
O=C1NC(=O)C(c2ccccc2[N+](=O)[O-])=C1Nc1ccc(O)c(Cl)c1,i
CCc1ccc(S(=O)(=O)N2CCSC2c2ccccc2OC)cc1 (centres undefined),i
COc1cc(C2Nc3ccc4ncccc4c3C3=C2C(=O)CCC3)ccc1O (centres undefined),i
Cc1ccc(CNS(=O)(=O)c2ccc(Br)s2)cc1,i
COc1ccc2[nH]cc(C(=O)c3ccc(C)c(C)c3)c(=O)c2c1,i
O=C(O)CCCc1nc2cccnc2n1-c1ccccc1,i
O=C(c1nn2c(c1Cl)NC(c1ccco1)CC2C(F)(F)F)N1CCOCC1 (centres undefined),i
Cc1cccc2nc(-c3ccccn3)c(Nc3ccc(F)cc3)n12,i
O=C(C1CCCN1S(=O)(=O)c1cccc2nsnc12)N1CCCc2ccccc21 (centres undefined),i
CC(C(=O)Nc1ccc(Cl)c(C(F)(F)F)c1)N1C(=O)c2ccccc2C1=O (centres undefined),i
Cc1cc2c(C)nc(N3CCC(NC(CCn4ccnc4C)c4ccccc4)CC3)nc2cc1F (centres undefined),i
CSc1ccc(C2C(C(=O)OC3CCCCC3)=C(C)Nc3ncnn32)cc1 (centres undefined),i

# Continued, overlapping the part above by 4 compounds.
SMILES,ST2 inh
O=C(C1CCCN1S(=O)(=O)c1cccc2nsnc12)N1CCCc2ccccc21 (centres undefined),i
CC(C(=O)Nc1ccc(Cl)c(C(F)(F)F)c1)N1C(=O)c2ccccc2C1=O (centres undefined),i
Cc1cc2c(C)nc(N3CCC(NC(CCn4ccnc4C)c4ccccc4)CC3)nc2cc1F (centres undefined),i
CSc1ccc(C2C(C(=O)OC3CCCCC3)=C(C)Nc3ncnn32)cc1 (centres undefined),i
COc1cc2c(cc1OC)C(C[C@H]1CN(C(=O)C3CCCC3)CC[C@H]1CC(=O)O)=NCC2,i
O=c1[nH]c2c(oc3ccc(Cl)cc32)c(=O)n1-c1ccccc1,i
CCN(CC)S(=O)(=O)c1ccc(C(=O)N=c2sc3cc(C)ccc3n2C)cc1,?
CNS(=O)(=O)c1cccs1,i
CCOc1ccc(NC(=O)C(NC(=O)C2CCC(C)CC2)C(C)C)cc1 (centres undefined),i
CC12COC3(C(=O)Nc4ccccc4Br)CC1CCC32C (centres undefined),i
COc1ccc2cc3cc(C(=O)NCCN(C)C)oc3nc2c1,?
COc1ccc(F)c(-c2cc(C(=O)O)cc(S(=O)(=O)N3CCSCC3)c2)c1,?
COc1ccccc1N1CCN(CC2CC=CCC2)CC1 (centres undefined),i
Cc1nc(CN2CC(OCc3ccncc3)CN(Cc3cc4ccccc4o3)CC2=O)cs1 (centres undefined),?
Cc1ccc(Cl)cc1N1CCN(C(=O)C2(S(=O)(=O)c3ccc(Cl)cc3)CC2)CC1,i
O=S(=O)(c1ccccc1)n1cnc2ccccc21,i
O=C(NCCN1CCOCC1)c1cc(-c2ccc(F)cc2)on1,i
CC1(C)Cc2ccccc2-c2nnc(-c3cccs3)n21,i
Cc1ccc(C2CC(c3ccco3)=Nc3ccccc3S2)cc1 (centres undefined),?
O=[N+]([O-])c1cc(Br)cnc1NCc1ccncc1,i
O=C(COc1ccccc1)N[C@H]1CO[C@H]2[C@@H]1OC[C@@H]2Nc1nccc(-c2ccc(-c3ccccc3)cc2)n1,i
COc1ccc(N(CC(=O)NCc2ccccn2)S(=O)(=O)c2ccc(C)c([N+](=O)[O-])c2)cc1,i
CC(C)C(NC(=O)C1(c2ccccc2)CC1)c1nnc2n1CCNCC2 (centres undefined),i
O=C(CCCn1c(=O)[nH]c2ccsc2c1=O)Nc1ccc(F)cc1,i

# A draw from above in order of heavy-atom count, lowest first.
SMILES,ST2 inh
CNS(=O)(=O)c1cccs1,i
O=[N+]([O-])c1cc(Br)cnc1NCc1ccncc1,i
CC1(C)Cc2ccccc2-c2nnc(-c3cccs3)n21,i
CC12COC3(C(=O)Nc4ccccc4Br)CC1CCC32C (centres undefined),i
O=c1[nH]c2c(oc3ccc(Cl)cc32)c(=O)n1-c1ccccc1,i
O=C(NCCN1CCOCC1)c1cc(-c2ccc(F)cc2)on1,i
O=C(CCCn1c(=O)[nH]c2ccsc2c1=O)Nc1ccc(F)cc1,i
CC(C)C(NC(=O)C1(c2ccccc2)CC1)c1nnc2n1CCNCC2 (centres undefined),i
CSc1ccc(C2C(C(=O)OC3CCCCC3)=C(C)Nc3ncnn32)cc1 (centres undefined),i
CCN(CC)S(=O)(=O)c1ccc(C(=O)N=c2sc3cc(C)ccc3n2C)cc1,?
Cc1ccc(Cl)cc1N1CCN(C(=O)C2(S(=O)(=O)c3ccc(Cl)cc3)CC2)CC1,i
COc1cc2c(cc1OC)C(C[C@H]1CN(C(=O)C3CCCC3)CC[C@H]1CC(=O)O)=NCC2,i
COc1ccc(N(CC(=O)NCc2ccccn2)S(=O)(=O)c2ccc(C)c([N+](=O)[O-])c2)cc1,i
Cc1cc2c(C)nc(N3CCC(NC(CCn4ccnc4C)c4ccccc4)CC3)nc2cc1F (centres undefined),i
O=C(COc1ccccc1)N[C@H]1CO[C@H]2[C@@H]1OC[C@@H]2Nc1nccc(-c2ccc(-c3ccccc3)cc2)n1,i

# Remaining list, next part
SMILES,ST2 inh
O=c1cc(-c2ccc(Cl)cc2)[nH][nH]c1=O,i
O=C(NC1CCCN(CCc2ccccc2)C1)c1cc2ccccc2o1 (centres undefined),?
COc1ccc(CN2CCCC(Nc3ccc(F)cc3)C2)c(OC)c1OC (centres undefined),i
CC(C)OCCCNC(=O)CSc1cc(=O)n(C)c2ccccc12,?
O=C(Nc1cccc(Cl)c1Cl)C12CC3CC(CC(C3)C1)C2,i
Cc1cccc(/C=C2\CS/C(=C\c3cccc(C)c3)C2=O)c1,55.0%*
CCCCN(CCCC)S(=O)(=O)c1nc(C)c(Cl)c(C)c1C#N,i
O=C(Nc1ccc(Cl)c(-c2nc3ncccc3o2)c1)c1ccccc1F,i
CCOC(=O)Oc1c(Cl)cc2oc(=O)sc2c1Br,32.0%*
CC(C)=CC(=O)N1CC[C@@H](c2ccc(F)cc2)[C@H](O)C1,i
COc1cc(C(=O)Nc2cc(C)ccc2OCc2cc(=O)n3oc(C)cc3n2)cc(OC)c1OC,i
COc1ccc(NC(=O)c2sc3c(Cl)c(OC)ccc3c2Cl)c(OC)c1,i

# High-throughput results as filed in PubChem BioAssay.
